# Assay outcomes deposited in PubChem by several laboratories.
# P. falciparum M1AAP: P. falciparum M1AAP inhibitors, biochemical, fluorogenic H-Leu-NHMec substrate, 1536-well (AID 1445) | 220,000 tested, 0.42% active | recombinant M1AAP, H-Leu-NHMec fluorogenic kinetic assay; higher % means a stronger effect | inhibition, % at 30 µM; hits with a dose series show IC50 in µM;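 active = primary inhibition above the hit cutoff, then over 50% inhibition at one or more dose response concentrations, cut at about 23% in these data, passing the limit was not always enough; inconclusive = conflicting primary data, or primary hits not chosen for dose response; inactive = low primary inhibition, or under 50% at every dose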;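 also: plate controls were DMSO full reaction for no effect and no enzyme background for full effect; strong numbers were not always called active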
# P. falciparum M17LAP: P. falciparum M17LAP inhibitors, primary screen, biochemical, fluorogenic H-Leu-NHMec substrate, 1536-well (AID 1619); 220,000 tested, 0.38% active; one-dose inhibition, % at 30 µM; IC50 in µM for titrated hits; recombinant M17LAP, H-Leu-NHMec fluorogenic kinetic assay; higher % means a stronger effect;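 active = compound inhibiting the enzyme by more than half at any dose during confirmatory dose-response retesting; inconclusive = strong single-dose inhibitors picked by rank but not retested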;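 also: plate controls were full reaction with DMSO carrier for no effect and no enzyme background for full effect; strong numbers were not always called active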
# NOD2 inhibition: inhibition of NOD2-driven NF-kB reporter – cell-based, luminescence, uHTS, HEK293 (AID 1566); HEK293 NOD2/NF-kB luciferase reporter, luminescence; higher % means a stronger effect; one-dose inhibition, % at 4 µM; EC50 in µM for titrated hits; 290,000 tested, 0.63% active; also: many of its hits are not listed in these tables
# NOD1 NF-kB reporter: inhibition of NOD1-driven NF-kB reporter – cell-based, luminescence, uHTS, primary screen (AID 1578). NOD1-driven NF-kB luciferase reporter cells, luminescence; higher % means a stronger effect. inhibition, % at 4 µM; hits with a dose series show EC50 in µM. 290,000 tested, 1% active; in the data active = inhibition mostly above about 36%, no sharp cut-off; inactive = mostly below about 34%;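 also: HEK-293T reporter cells stimulated with the NOD1 agonist gamma-tri-DAP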
# Dynein cargo inh: dynein cargo transport inhibition; z-score, hits read low; 220,000 tested, 0.47% active; AID 1381; 3617.4 mouse cells, GR-EGFP nuclear translocation imaging; test concentration mostly 20 µM; stimulated with dexamethasone, 1 µM; stronger effect = lower value;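 active = plate z-score of nuclear minus cytoplasmic receptor signal below a set negative limit, without overly bright fluorescence or cell loss, cut at about -3.5 in these data, passing the limit was not always enough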;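 also: z-score of nuclear minus cytoplasmic ring GR-EGFP intensity difference per well; some compounds called inactive have numbers as strong as hits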
#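 Also added: dexamethasone, 1.0 µM final. Medium: tet-free, stripped-serum medium. Detection: fixed, Hoechst-stained cells imaged at 10x for EGFP. Read-out: nuclear-to-cytoplasmic GR-EGFP distribution per well. Times: induction 48 h, compound 1 h, agonist 30 min.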
# KOR beta-arrestin-1: KOR agonists, beta-arrestin recruitment, primary screen, cell-based, luminescence, uHTS (AID 1777). 280,000 tested, 0.02% active. one-dose activation, % at 10 µM; EC50 in µM for titrated hits. KOR beta-arrestin recruitment, luminescence; higher % means a stronger effect; in the data active = activation above about 50%, passing the limit was not always enough; also: a part of the inactive calls stands beside numbers as strong as those of hits
# AID2073: inhibitors of Mint1-CaV2.2 protein interaction, biochemical, HTRF (AID 2073) | 290,000 tested, 0.19% active | HTRF protein-protein interaction, Mint1-CaV2.2; higher % means a stronger effect | one-dose inhibition, % at 20 µM; IC50 in µM for titrated hits; in the data active = inhibition mostly above about 51%, no sharp cut-off; inconclusive = no clear call, values can overlap the other calls; inactive = mostly below about 53%; also: some results filed as inactive read as strong as hits
# KOR beta-arrestin-2: KOR antagonists, beta-arrestin recruitment, cell-based, luminescence, uHTS (AID 1778) | KOR beta-arrestin recruitment, luminescence, antagonist mode; higher % means a stronger effect | one-dose inhibition, % at 10 µM; IC50 in µM for titrated hits | 290,000 tested, 0.091% active; also: strong numbers were not always called active
# GPR55 activation: GPR55 agonists via beta-arrestin recruitment, primary screen, imaging, U2OS cells, beta-arrestin-GFP redistribution (AID 1961) | U2OS GPR55 beta-arrestin-GFP redistribution imaging; higher % means a stronger effect | activation, % at 10 µM, or EC50 in µM where a hit was titrated | 290,000 tested, 0.048% active;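 active = activation above 40% with more than 50 cells counted in the well; inconclusive = wells holding fewer than 50 cells, flagged as toxic or sparse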;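 also: U2OS osteosarcoma cells stably expressing GPR55 and beta-arrestin-GFP; plate controls were DMSO negative control for no effect and LPI positive control for full effect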
# Dynein cargo inh cytoplasmic EGFP: further read-out of Dynein cargo inh, marked with its call; z-score; measured here: cytoplasmic GR-EGFP intensity; stronger effect = higher value
# Dynein cargo inh nuclear GR-EGFP: second read-out of Dynein cargo inh, no call of its own (marks repeat the call); z-score; measured here: nuclear GR-EGFP intensity;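 lower value marks the stronger effect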
# Dynein cargo inh cell count: recorded beside Dynein cargo inh, whose call it bears; z-score; measured here: cell count per field
# * marks the source's active call; other numbers are inactive results; ? = inconclusive; . = no result given; [ ] = remark or other dose. Rule as the data show it, unless noted: active = inhibition above about 50%; inactive = the rest. These rows are one share of the data; rates above refer to the full screens.
# Results follow in this order: P. falciparum M1AAP | P. falciparum M17LAP | NOD2 inhibition | NOD1 NF-kB reporter | Dynein cargo inh | Dynein cargo inh cytoplasmic EGFP | Dynein cargo inh nuclear GR-EGFP | Dynein cargo inh cell count | KOR beta-arrestin-1 | AID2073 | KOR beta-arrestin-2 | GPR55 activation
- CCCCc1nnc(NC(=O)CN(C)S(=O)(=O)c2ccc(C)cc2)s1
  . | . | 16% | -33% | . | . | . | . | -2.7% | 6% | -2% | 0.4%
- O=C(c1ccco1)N(CCCN1CCOCC1)c1nc(-c2ccc(F)cc2)cs1
  7% | 6% | 5% | -10% | 0.97 | -0.17 | 0.84 | -0.35 | 4.1% | -11% | -16% | -0.1%
- CCOc1ccccc1/C=N/NC(=O)CSc1n[nH]c(=O)[nH]c1=O
  0% | 8% | 12% | -22% | -0.11 | -0.23 | 0.29 | -0.39 | -2.0% | 7% | -5% | 0.2%
- Cc1ccc(-n2ccc(=O)c(C(=O)Nc3ccc(S(=O)(=O)N4CCOCC4)cc3)n2)cc1
  . | . | 11% | 19% | . | . | . | . | -5.5% | 10% | -9% | 0.3%
- O=C(O)c1ccc(NS(=O)(=O)c2cccc3nsnc23)cc1
  5% | 12% | 12% | 12% | -0.79 | -0.21 | -0.27 | 1.2 | -1.5% | -4% | 10% | 0.3%
- CCOc1ccccc1NC(=O)CCC(=O)Nc1nnc(C2CCCCC2)s1
  . | . | -28% | -2% | . | . | . | . | -4.4% | 6% | -17% | -0.1%
- CC(C)OCCCN1C(=O)c2[nH]nc(-c3ccccc3O)c2C1c1cccc(Cl)c1 (stereo not drawn)
  -2% | 8% | -5% | 18% | 0.31 | -0.37 | 0.33 | -0.62 | 1.4% | 41% | -49% | -0.1%
- O=[N+]([O-])c1cccc(S(=O)(=O)N2CCCC2)c1
  1% | 3% | 9% | -20% | 0.62 | -0.28 | 0.22 | -0.67 | -3.0% | 6% | 33% | 0.2%
- Nc1nonc1-n1nnc(C(=O)N/N=C/c2ccccn2)c1CNc1ccccc1
  . | . | 29% | -12% | . | . | . | . | -1.2% | 9% | 3% | -0.2%
- O=C(O)CNC(=O)C(Cc1ccccc1)NC(=O)OCc1ccccc1 (stereo not drawn)
  4% | 20% | 3% | -29% | -0.92 | -0.07 | -0.54 | 0.55 | -3.5% | 26% | -4% | -0.3%
- CCOC(=O)Cc1csc(NC(=O)c2sc3nc4cc(C)ccc4cc3c2N)n1
  6% | 7% | -8% | -56% | -2.2 | 5.7 | 0.072 | 1.6 | 4.6% | 11% | 18% | -0.3%
- COc1ccc2c(CCNC(N)=S)c[nH]c2c1
  2% | 2% | 7% | 12% | 0.63 | -0.19 | 0.74 | -0.51 | 2.7% | -4% | 34% | -0.2%
- Cc1ccc(NC(=O)CSc2ncn[nH]2)cc1S(=O)(=O)N1CCOCC1
  14% | 32% | 16% | -14% | -1.1 | -0.1 | -0.73 | 0.66 | -5.4% | 1% | -31% | 0.0%
- Cc1ccccc1NC(=O)c1cccc(N2C(=O)C3CCCCC3C2=O)c1 (stereo not drawn)
  . | . | -6% | -16% | . | . | . | . | 1.0% | 19% | 6% | -0.4%
- Cc1cc(C(=O)NC(=S)Nc2ccccc2N2CCOCC2)ccc1[N+](=O)[O-]
  11% | -7% | 14% | -20% | 1.1 | -0.1 | 0.52 | -0.82 | 1.6% | -9% | 14% | -0.3%
- CCN(CC)c1ccc(N/C(N)=N/c2nc(C(F)(F)F)cc(=O)[nH]2)cc1
  7% | -11% | 10% | -40% | 0.16 | -0.064 | 0.17 | -0.7 | -3.3% | 10% | -12% | -1.0%
- CS(=O)(=NS(=O)(=O)c1ccc(Cl)cc1)c1ccccc1 (stereo not drawn)
  0% | 6% | 19% | 5% | -1.5 | -0.27 | -0.77 | 0.96 | 8.3% | 9% | -4% | 0.0%
- COc1ccc(CCNC(=O)CC(NS(=O)(=O)c2ccc(NC(C)=O)cc2)C(C)C)cc1OC (stereo not drawn)
  1% | 4% | 6% | 4% | -0.017 | -0.17 | 0.32 | -0.43 | 0.0% | 13% | 18% | -0.3%
- CC(C)N1CC2=C(C1=O)C(c1ccc(O)cc1)NC(=O)N2C (stereo not drawn)
  10% | 6% | -6% | -32% | 0.16 | -0.26 | 0.25 | 0.11 | 1.4% | 2% | 1% | -0.7%
- O=C(N[C@@H](Cc1ccccc1)C(=O)OCc1ccccc1)c1nc[nH]c1C(=O)N1CCc2ccccc2C1
  -9% | 0% | 21% | 2% | -0.91 | -0.85 | -0.39 | 0.76 | . | 4% | -14% | -0.1%
- Cc1ccc(C)c(NC(=S)NC23CN4CN(CN(C4)C2)C3)c1
  0% | -3% | 10% | -14% | -0.32 | -0.23 | -0.4 | 1 | -7.0% | -20% | -1% | -0.1%
- NC(=O)c1ccccc1-c1nc(-c2ccccc2)no1
  1% | 0% | -7% | -33% | -0.41 | -0.18 | 0.18 | -0.16 | -0.3% | -1% | -14% | -0.2%
- CC(C)C(NS(=O)(=O)c1cccc2nsnc12)C(=O)NC1CCCCC1C (stereo not drawn)
  . | . | 4% | -4% | . | . | . | . | 0.2% | 10% | -7% | -0.2%
- Cc1ccc(C(=O)N2CCCC(Nc3cccc(F)c3)C2)cc1N1CCNC1=O (stereo not drawn)
  . | . | 4% | -38% | . | . | . | . | 4.3% | -4% | -8% | -0.2%
- COc1ccc(C2c3ccsc3CCN2C(C)=O)cc1 (stereo not drawn)
  10% | -1% | 6% | 2% | -0.37 | 0.78 | 0.022 | 0.56 | -3.6% | 4% | 5% | -0.2%
- O=C1N=C(N2CCOCC2)S/C1=C\c1cccs1
  19% | 35% | -17% | -46% | -0.93 | -0.36 | -0.33 | 1.5 | -1.0% | -14% | -4% | -0.2%
- COc1ccc(OC)c(NC(=O)CCNS(=O)(=O)c2ccc3[nH]c(=O)oc3c2)c1
  . | . | 5% | -7% | . | . | . | . | -3.7% | 13% | -26% | 1.0%
- COc1ccc2c(C(=O)CN(C)C3CCCCC3)c[nH]c2c1
  6% | 23% | -1% | -15% | -0.00032 | 0.16 | 0.26 | -0.37 | -3.4% | 10% | 3% | -0.3%
- O=Nc1ccc(NOC(=O)c2ccccc2)cc1
  10% | 27% | 16% | 12% | -0.37 | -0.28 | -0.48 | 0.051 | -6.0% | -14% | 21% | -0.2%
- Cc1cccc(C)c1-n1cccc1/C=C1\SC(=S)N(c2cccc(C(=O)O)c2)C1=O
  7% | -4% | -2% | -11% | -0.35 | -0.19 | -0.14 | 0.26 | 0.9% | 10% | -53% | -0.4%
- COc1ccc(OC)c(C2=NOC(C(=O)N3CCN(c4ccccc4)CC3)C2)c1 (stereo not drawn)
  9% | -2% | 14% | -13% | -0.53 | 1.3 | 0.26 | -0.08 | -6.0% | 25% | -5% | -0.2%
- CCCNC(=O)c1ccc(N2CCC3(CC2)CC(c2ccccc2)=NO3)c(NC(=O)c2ccco2)c1
  . | . | 8% | -14% | . | . | . | . | 2.1% | 7% | -24%[20 µM] | -0.2%
- Cc1c(C(=O)N2CCCCC2)c(S(=O)(=O)N(C)Cc2ccco2)c(C)n1C
  . | . | 4% | -16% | . | . | . | . | -3.3% | 5% | -11% | -0.3%
- O=C(CCC1CCCCC1)NNC(=O)c1cnccn1
  8% | -6% | 14% | -16% | 0.053 | 0.017 | 0.18 | 0.72 | -0.3% | 6% | -24% | -0.2%
- O=C(C1CCC(CNc2c(N3CCCCC3)c(=O)c2=O)CC1)N1CCCCC1 (stereo not drawn)
  4% | 14% | 6% | -7% | 0.25 | -0.082 | 0.29 | -0.43 | -6.9% | 1% | 3% | 0.3%
- COc1ccc(-c2coc3c(CN4CCCCC4C)c(O)ccc3c2=O)cc1 (stereo not drawn)
  . | . | -4% | -10% | . | . | . | . | 0.5% | 42% | -54% | 0.0%
- CCOc1ccc(NC(=O)NCc2ccco2)cc1
  1% | 2% | -12% | -48% | -0.98 | -0.29 | -0.65 | 0.57 | -3.6% | 1% | -8% | 0.3%
- Cc1ccc2nc(SCCCCOc3ccccc3)[nH]c2c1
  -9% | -13% | 13% | 35% | -1.2 | -0.19 | -0.55 | 0.7 | -1.8% | 7% | 21% | -0.1%
- CCc1nnc(NC(=O)/C=C/c2cccs2)s1
  2% | 0% | -59% | -37% | -0.18 | -0.12 | 0.13 | -0.34 | -3.3% | 24% | 15% | -0.2%
- Cc1nccn1CC(O)Cn1c2ccccc2c2ccccc21 (stereo not drawn)
  4% | 2% | -10% | -12% | 2.3 | -0.23 | 1.3 | -0.95 | -1.4% | -9% | -47% | -0.4%
- Cn1c2ccc(F)cc2c2nnc(NN)nc21
  12% | 3% | 34% | 6% | -0.82 | -0.28 | 0.37 | 0.59 | 5.3% | -40% | -13% | 0.3%
- CCOc1cccc(NC(=O)Cn2nc(-c3ccc4c(c3)OCCO4)ccc2=O)c1
  10% | -9% | 15% | -14% | 0.63 | -0.17 | 0.67 | 0.4 | -5.6% | 4% | -18% | -0.4%
- O=C(c1ccc(CS(=O)Cc2ccccc2Cl)o1)N1CCN(c2cccc(Cl)c2)CC1 (stereo not drawn)
  . | . | 23% | 19% | . | . | . | . | -0.8% | 2% | -5% | 0.6%
- CC(=O)Nc1nc(C)c(-c2nc3ccc([N+](=O)[O-])cc3[nH]2)s1
  . | . | -7% | -13% | . | . | . | . | -0.8% | ? | -8% | -0.3%
- Cc1cc(C)n(-c2nc3ccccc3c(=O)n2OC2CCCCC2)n1
  2% | 13% | 13% | 2% | 0.73 | 0.68 | 0.59 | -0.57 | -0.7% | -10% | 17% | -0.2%
- CC(C)c1ccc(C(C(=O)NC(C)(C)C)N(C(=O)CNC(=O)c2ccco2)c2cccnc2)cc1 (stereo not drawn)
  4% | 15% | -2% | -7% | 1 | -0.15 | 0.71 | 0.58 | -2.1% | -5% | -37% | -0.2%
- C[C@@H]1C[C@@H]2OC(=O)[C@]3(C)[C@H]2[C@@H](OC3(C)O)[C@]2(C)C(=O)CC[C@H]12 (stereo partly drawn)
  -9% | 0% | 10% | 10% | 1.9 | -0.62 | 1.2 | -1.2 | -2.1% | 4% | 14% | 0.0%
- CCn1c(SC)nnc1-c1c[nH]c2ccccc12
  1% | 7% | 2% | -21% | -1.3 | -0.097 | -0.59 | 0.86 | -1.9% | -2% | 7% | 0.3%
